From PubChem BioAssay
GLP1R inv ag: GLP-1 receptor (human) inverse agonism; HEK293 GLP-1R CRE-luciferase, luminescence, 24 h; GLP-1R form is constitutively active; AID 624417; Potency, µM (doses to about 38.3 µM), without a hit: top-dose activity change, negative = inhibition, most hits filed as inhibitors; 410,000 compounds, 1.6% hits; P43220; note: potency is the fitted concentration of half-maximal effect; % is set by controls: 0 for no effect and ±100 for the full control effect; nearly all actives have a fitted effect of over 55% in size
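Inverse agonism was detected as reduced cAMP-driven luciferase luminescence after 24 h compound treatment. The cells were HEK293 clones expressing constitutively active human GLP-1R with the reporter. Reporter-only and GPR119 cell lines served as counterscreen controls.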
GLP1R ag: agonists of human GLP-1 receptor | P43220 | HEK293 GLP-1R CRE-luciferase, luminescence, 4-6 h; cells express a hypersensitive GLP-1R form | Potency, µM (titrated, usually from 45.6 µM), without a hit: top-dose activation, hits mostly activators | 380,000 compounds, 0.007% hits; note: potency is the fitted concentration of half-maximal effect; % of control where 0% means no effect
DRD3 agonist: agonists of human D3 dopamine receptor; P35462; D3R DiscoveRx beta-arrestin cells, luminescence, 90 min; max activation, %; 410,000 compounds, 0.58% hits; AID 652048; in the data active = max activation above about 30%; note: 0% is about no effect; mostly tested at two doses, the higher about 12 µM
Target sequence (P35462 whole entry, looked up): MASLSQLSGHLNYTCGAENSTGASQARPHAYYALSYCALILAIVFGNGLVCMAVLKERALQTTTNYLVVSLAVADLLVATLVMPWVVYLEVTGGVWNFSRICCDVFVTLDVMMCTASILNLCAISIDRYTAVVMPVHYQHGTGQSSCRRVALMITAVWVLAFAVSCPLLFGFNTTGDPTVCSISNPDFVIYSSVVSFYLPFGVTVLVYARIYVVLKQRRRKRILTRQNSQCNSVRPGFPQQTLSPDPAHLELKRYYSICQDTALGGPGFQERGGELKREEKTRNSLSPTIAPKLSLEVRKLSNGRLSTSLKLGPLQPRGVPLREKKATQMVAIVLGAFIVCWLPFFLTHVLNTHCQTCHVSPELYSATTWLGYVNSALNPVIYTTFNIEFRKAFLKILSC
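Cells at 1500/well, incubated overnight, then treated with pinned compounds (dopamine as control) for 90 min at 37 degrees C. DiscoveRx reagent added for 30 - 60 minutes at room temperature; luminescence read.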
HEK293 tox: cytotoxicity in counter-screen for GLP-1R inverse agonists. 410,000 compounds, 0.13% hits. HEK293 cAMP-luciferase reporter cells, luminescence, 24 h. Potency, µM (series often up to 38.3 µM), for inactives: top-dose activity change, negative = inhibition, usual class: inhibitors;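 note: loss of luciferase light is scored as toxicity; potency is the fitted concentration of half-maximal effect; % is set by controls: 0 for no effect and ±100 for the full control effect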
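A 23 nL compound transfer followed 12 hours of cell culture at 37 deg C; exposure then lasted 24 hr. Luciferase assay detection reagent was dispensed and plates read for luminescence after a 12 min room-temperature wait.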
KB-V1 MDR tox: KB-V1 MDR subline cytotoxicity | 400,000 compounds, 3.4% hits | AID 1347076 | KB-V1 MDR cells viability, CellTiter-Glo, 72 h | Potency, µM (series often up to 46.1 µM), inactives show at the highest dose activity change, negative = cytotoxicity, hits mostly cytotoxic; note: potency is the fitted concentration of half-maximal effect; % is set by controls: 0 for no effect and ±100 for the full control effect; nearly all actives have a fitted effect of over 60% in size
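Readout: CellTiter-Glo luminescence, 10 min after addition. Cells: KB-V1 MDR subline, 72 h at 37 degrees C with compound. Analysis: corrected, normalized data fitted to concentration-effect curves.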
TDP43 rescue: inhibitors of TDP-43 toxicity in yeast. 410,000 compounds, 1.8% hits. TDP-43 expressing yeast growth rescue, BacTiter-Glo, 24 h. Potency, µM (top dose mostly 46.1 µM), for inactives: at the top dose growth rescue (activation), usual class: activators; note: potency is the fitted concentration of half-maximal effect; % of control where 0% means no effect; nearly all actives have a fitted effect of over 50% in size
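Yeast expressing TDP-43 (pregrown in raffinose, seeded at OD600=0.02 in galactose medium) exposed to compounds 24 hr at 30 deg C. Growth read by BacTiter-Glo luminescence; rescue of toxicity appears as increased signal.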
DRD3 antagonist: antagonists of human D3 dopamine receptor; P35462; D3R cells, DiscoveRx beta-arrestin luminescence, antagonist mode; stronger effect = lower value; max response, negative = inhibition, %; 360,000 compounds, 2.5% hits; AID 652054; in the data active = max response below about -50%; inconclusive = no clear call, values can overlap the other calls; note: % is set by controls: 0 for no effect and ±100 for the full control effect; mostly tested at two doses, the higher about 12 µM
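Cells plated overnight at 1500 cells/well, then exposed to library compounds with dopamine controls for 90 minutes at 37 degrees C. DiscoveRx reagent added for 30–60 minutes at room temperature; luminescence read, quantitative HTS format.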
PTHR1 agonist: activates the human parathyroid hormone receptor PTHR1; Potency, µM (highest dose often 115 µM), for the others: at the top dose activation, actives largely listed as activators; Q03431; HEK293 GP2 PTHR1 cells, GloSensor cAMP luminescence, 1 h; 410,000 compounds, 0.075% hits; note: potency is the fitted concentration of half-maximal effect; nearly all actives have a fitted effect of over 55% in size; some results filed as inactive show a strong effect at the top dose; inactives centre near -15; many of its hits are not listed in these tables
Target sequence (Q03431 whole entry, looked up): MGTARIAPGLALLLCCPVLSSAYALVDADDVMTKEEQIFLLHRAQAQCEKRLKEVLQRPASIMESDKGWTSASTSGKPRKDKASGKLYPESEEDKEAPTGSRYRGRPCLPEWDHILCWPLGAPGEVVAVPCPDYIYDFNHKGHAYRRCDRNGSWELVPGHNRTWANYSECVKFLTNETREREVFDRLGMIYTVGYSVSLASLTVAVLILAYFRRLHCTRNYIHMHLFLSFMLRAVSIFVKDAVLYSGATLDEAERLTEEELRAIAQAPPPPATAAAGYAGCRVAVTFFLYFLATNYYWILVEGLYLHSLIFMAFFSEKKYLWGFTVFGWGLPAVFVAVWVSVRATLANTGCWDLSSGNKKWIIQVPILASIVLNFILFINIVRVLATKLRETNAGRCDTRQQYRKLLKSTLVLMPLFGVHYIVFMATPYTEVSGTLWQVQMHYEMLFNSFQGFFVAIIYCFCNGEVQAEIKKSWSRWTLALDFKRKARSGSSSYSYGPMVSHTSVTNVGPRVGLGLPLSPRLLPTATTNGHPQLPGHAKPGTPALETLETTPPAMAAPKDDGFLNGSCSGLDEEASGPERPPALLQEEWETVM
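HEK-293-derived GP2 cells expressing PTHR1 and a GloSensor cAMP reporter, 3,000/well, plated overnight, given luciferin plus IBMX (each 0.5 mM as added) for 1 h at 37 °C, then compound for 1 h at 37 °C. Luminescence was read after 15 min at room temperature.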
aSyn yeast inh: inhibitors of alpha-synuclein toxicity in yeast; AID 652106; Potency, µM (series often up to 46.1 µM), inactives show at the highest dose growth rescue (activation), most hits filed as activators; Yeast expressing alpha-synuclein, growth rescue, BacTiter-Glo, 24 h; 370,000 compounds, 0.14% hits; note: potency is the fitted concentration of half-maximal effect; % of control where 0% means no effect; nearly all actives have a fitted effect of over 65% in size
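Readout is rescue of growth in alpha-synuclein-expressing yeast, so inhibitors of toxicity appear as activators. Growth after 24 hr at 30 deg C in galactose medium is quantified by luminescence.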
* = called active by the depositor; i = inactive; ? = inconclusive; · = no result given; [ ] = dose if it differs, or a comment. Unless noted, calls come from the whole dose curve; as a rule, active = well fitted curve in the direction sought with a large enough effect; inconclusive = small, poorly fitted or top-dose-only effect, or another doubt; inactive = no such curve, though single readings can be large; an effect the other way counts as inactive or inconclusive. The list is partial. The share of hits here may be higher or lower than overall.

[1] Cc1ccc(S(=O)(=O)c2nc(-c3ccco3)oc2SC(C)c2ccccc2)cc1 (stereo not given)
[2] CN(CCC1CCCCO1)C(=O)CCc1nnc(CCc2ccccc2)o1 (stereo not given)
[3] CCSc1nc2c([nH]c3ccccc32)c(=O)n1-c1cccc(OC)c1
[4] COc1ccc(Cn2cc(CN3CC(N(C)C)CS3(=O)=O)nn2)cc1 (stereo not given)
[5] O=c1c2ccccc2[nH]c(=S)n1C1CCCCC1
[6] CCCOc1ccc(-c2nc(-c3ccc([N+](=O)[O-])cc3)cs2)cc1
[7] Cc1ccc(N(C(=O)CNC(=O)c2ccco2)C(C(=O)NC2CCCCC2)c2ccncc2)cc1F (stereo not given)
[8] O=C(Cc1ccc(F)cc1)N1CCN=C1SCc1cccc([N+](=O)[O-])c1
[9] O=C(Cn1nnc(-c2ccc3c(c2)OCO3)n1)NCc1ccccc1
[10] Cc1ccnc(NC(=O)Nc2cccc(F)c2)c1

| compound no. | 1 | 2 | 3 | 4 | 5 | 6 | 7 | 8 | 9 | 10 |
| --- | --- | --- | --- | --- | --- | --- | --- | --- | --- | --- |
| GLP1R inv ag | ? | 11% | ? | 13% | -10% | -6% | 13% | 11% | 3%[7.66 µM] | ? |
| GLP1R ag | · | -32% | 7% | 8% | 1% | -4% | 4% | 1% | 0% | -13% |
| DRD3 agonist | -8 | -4 | 1 | -5 | -3 | 2 | -15 | 3 | 3 | 5 |
| HEK293 tox | 0% | 4% | -3% | -9% | -15% | -2% | -10% | 6% | -7%[7.66 µM] | 2% |
| KB-V1 MDR tox | · | -27% | ? | -9% | 0% | 1% | -7% | -4% | -13% | 1% |
| TDP43 rescue | -5% | 16% | ? | 12% | 16% | 3% | -24% | 7% | 6% | ? |
| DRD3 antagonist | · | -11 | · | -15 | -2 | 17 | -17 | 8 | 10 | -20 |
| PTHR1 agonist | -9% | -3% | -9% | 18% | i | i | -22% | 0% | -26% | -11% |
| aSyn yeast inh | · | 4% | ? | 0% | 2% | 3% | 0% | -3% | -1% | · |

[11] NC(c1ccccc1)c1csc(Nc2ccc(C(=O)c3ccccc3)cc2)n1 (stereo not given)
[12] Cc1ccc(-c2csc(N3CCN(c4cc5c(cc4Cl)nc(C)n5CCN4CCCCC4)CC3)n2)cc1
[13] CC1(C)CC(=O)C=C(c2cn[nH]n2)C1
[14] COc1ccc(N2C(=O)CC(c3ccccc3)CC2=O)cc1
[15] Cc1onc(-c2c(F)cccc2Cl)c1C(=O)N1C=CC(C(F)(F)Cl)=NCC1
[16] O=C(NCCCN1CCCC1=O)c1cc2ccccc2o1
[17] COc1cc(OC)c(OC)cc1CN1CCc2nc(Nc3ccc4c(c3)OCCO4)ncc2C1
[18] Cc1ccc(NC(=O)COc2ccc(N(C)C(=O)C(C)(C)C)cc2)cc1S(=O)(=O)N1CCCCC1
[19] O=C(OCC(=O)N1CCOCC1)c1cc(-c2ccccc2)nc2ccccc12
[20] Cc1ccc(NC(=O)COc2ccc(S(=O)(=O)N3CCOCC3)cc2)cc1

| compound no. | 11 | 12 | 13 | 14 | 15 | 16 | 17 | 18 | 19 | 20 |
| --- | --- | --- | --- | --- | --- | --- | --- | --- | --- | --- |
| GLP1R inv ag | ? | ? | 5% | 16% | 0% | 4% | -22% | ? | ? | ? |
| GLP1R ag | 1% | 1% | 13% | -2% | -10% | 5% | · | 5% | 10% | -19% |
| DRD3 agonist | 1 | -24 | -4 | 9 | 5 | 1 | -14 | 0 | -12 | -17 |
| HEK293 tox | 2% | 0% | -10% | -6% | 4% | 11% | 156%[activator] | -8% | -12% | 8% |
| KB-V1 MDR tox | -13% | -9% | -3% | 5% | 4% | -9% | 0% | 18µM* | 0% | ? |
| TDP43 rescue | 1% | -29% | 3% | -1% | -5% | 1% | 19%[9.22 µM] | 0% | 0% | -8% |
| DRD3 antagonist | 0 | ? | -9 | 13 | -5 | -13 | · | 11 | -4 | ? |
| PTHR1 agonist | -22% | 19% | -10% | i | i | ? | i | -42% | -5% | ? |
| aSyn yeast inh | -14% | 15% | 4% | -9% | 0% | -6% | · | 2% | 15% | -2% |

Part of the list above in another layout:
No.	SMILES	GLP1R inv ag	GLP1R ag	DRD3 agonist	HEK293 tox	KB-V1 MDR tox	TDP43 rescue	DRD3 antagonist	PTHR1 agonist	aSyn yeast inh
8	O=C(Cc1ccc(F)cc1)N1CCN=C1SCc1cccc([N+](=O)[O-])c1	11%	1%	3	6%	-4%	7%	8	0%	-3%
9	O=C(Cn1nnc(-c2ccc3c(c2)OCO3)n1)NCc1ccccc1	3%[7.66 µM]	0%	3	-7%[7.66 µM]	-13%	6%	10	-26%	-1%
10	Cc1ccnc(NC(=O)Nc2cccc(F)c2)c1	?	-13%	5	2%	1%	?	-20	-11%	·
11	NC(c1ccccc1)c1csc(Nc2ccc(C(=O)c3ccccc3)cc2)n1 (stereo not given)	?	1%	1	2%	-13%	1%	0	-22%	-14%
12	Cc1ccc(-c2csc(N3CCN(c4cc5c(cc4Cl)nc(C)n5CCN4CCCCC4)CC3)n2)cc1	?	1%	-24	0%	-9%	-29%	?	19%	15%
13	CC1(C)CC(=O)C=C(c2cn[nH]n2)C1	5%	13%	-4	-10%	-3%	3%	-9	-10%	4%
14	COc1ccc(N2C(=O)CC(c3ccccc3)CC2=O)cc1	16%	-2%	9	-6%	5%	-1%	13	i	-9%
15	Cc1onc(-c2c(F)cccc2Cl)c1C(=O)N1C=CC(C(F)(F)Cl)=NCC1	0%	-10%	5	4%	4%	-5%	-5	i	0%
16	O=C(NCCCN1CCCC1=O)c1cc2ccccc2o1	4%	5%	1	11%	-9%	1%	-13	?	-6%
17	COc1cc(OC)c(OC)cc1CN1CCc2nc(Nc3ccc4c(c3)OCCO4)ncc2C1	-22%	·	-14	156%[activator]	0%	19%[9.22 µM]	·	i	·

Additional compounds
[21] CSc1nc(-c2ccco2)cc(C(F)(F)F)c1C#N
[22] COc1ccc(/C=C2\SC(N)=NC2=O)cc1
[23] COc1ccc(S(=O)(=O)N2CCCOC2CNC(=O)C(=O)NC2CCCC2)cc1 (stereo not given)
[24] O=C(Nc1cccc(-c2cnc3ccccc3n2)c1)c1ccco1
[25] COc1ccc(C)cc1NC(=O)COC(=O)C1CC1
[26] COCCn1c(SCC(=O)Nc2nnc(C)s2)nnc1-c1ccncc1
[27] CC(=O)Nc1ccc(S(=O)(=O)NC(C)c2ccccc2)cc1 (stereo not given)
[28] O=C(Nc1ccc(N2CCOCC2)cc1)C1CCCN(S(=O)(=O)c2cccc(C(F)(F)F)c2)C1 (stereo not given)
[29] Cc1cc(-c2nnc(SCc3ccccn3)o2)no1
[30] COc1ccc(CCC(=O)O)c(C(CC(=O)O)C(=O)O)c1OS(=O)(=O)c1ccc(C)cc1 (stereo not given)

| compound no. | 21 | 22 | 23 | 24 | 25 | 26 | 27 | 28 | 29 | 30 |
| --- | --- | --- | --- | --- | --- | --- | --- | --- | --- | --- |
| GLP1R inv ag | 1% | -18% | 22% | -12% | 0% | 27% | 11% | 13% | 35% | 6% |
| GLP1R ag | -4% | -13% | 1% | 7% | -4% | -9% | 1% | -11% | -3% | -1% |
| DRD3 agonist | 3 | 1 | -7 | -10 | -1 | 3 | 0 | 1 | 0 | 0 |
| HEK293 tox | -1% | -15% | -8% | ? | -9% | 7% | -6% | -13% | 7% | -28% |
| KB-V1 MDR tox | -5% | ? | -22% | ? | 10% | -4% | -14% | 0% | -1% | 22% |
| TDP43 rescue | 7% | ? | -24% | ? | 0% | -15% | -2% | -4% | -16% | 21% |
| DRD3 antagonist | 11 | 25 | -10 | -6 | 12 | 27 | 16 | -5 | 9 | 18 |
| PTHR1 agonist | i | i | -32% | -17%[57.5 µM] | i | -10%[57.5 µM] | i | -16% | i | i |
| aSyn yeast inh | 3% | 0% | 0% | 1% | 0% | -1% | 0% | -1% | -5% | 0% |

[31] O=C(CN1CCN(CC(=O)Nc2cccc(F)c2)CC1)NCC1(N2CCOCC2)CCCCC1
[32] NS(=O)(=O)c1cc([N+](=O)[O-])ccc1NCc1cccnc1
[33] CCN(CC(=O)Nc1c(F)cccc1F)C(=O)c1ccc2ccccc2n1
[34] CCc1ccc(NC(=O)C(=O)NCC(c2cccnc2)N2CCN(c3ccc(F)cc3)CC2)cc1 (stereo not given)
[35] COc1ccc2c(C)cc3n[nH]c(=S)n3c2c1
[36] CCOC(=O)c1cc(OC)c2cccc(CN3CCC(C)(C(=O)NCCOC)C3)c2c1 (stereo not given)
[37] CCN1C(=O)N[C@H](c2ccc(Br)cc2)C(C(C)=O)=C1C
[38] CC(=O)Oc1ccc(CC(C(=O)O)N2C(=O)c3ccccc3C2=O)cc1 (stereo not given)
[39] CCC(=O)N1CCc2cc(Br)cc(S(=O)(=O)CCC(=O)NCCOC)c21

| compound no. | 31 | 32 | 33 | 34 | 35 | 36 | 37 | 38 | 39 |
| --- | --- | --- | --- | --- | --- | --- | --- | --- | --- |
| GLP1R inv ag | -6% | 12% | 23% | 11% | 15% | ? | -5% | -7% | 0% |
| GLP1R ag | -5% | 3% | 13% | · | 0% | -7% | -1% | 3% | 0% |
| DRD3 agonist | 1 | 5 | -1 | 5 | -14 | 11 | 2 | 3 | -5 |
| HEK293 tox | 6% | -16% | 0% | -4% | -17% | 6% | 1% | -15% | 48%[activator] |
| KB-V1 MDR tox | 1% | -22% | 2% | -6% | -14% | -14% | 2% | 16% | -14% |
| TDP43 rescue | -2% | -5% | -6% | 24% | ? | -10% | -22% | -6% | -2% |
| DRD3 antagonist | -5 | -10 | -3 | · | -3 | 17 | -14 | 45 | -8 |
| PTHR1 agonist | -14% | 4% | 1% | -15% | 7% | -4% | -19% | i | 1%[57.5 µM] |
| aSyn yeast inh | -6% | 2% | 2% | · | 0% | 15% | 5% | 4% | -1% |
